Bioassay records deposited in PubChem BioAssay by several laboratories.
H9c2 protect: modulators protecting cardiomyocytes from myocardial damage; H9c2 cardiomyocytes, H2O2 injury protection, ATPLite, 2 h; protection from H2O2 cell death, % at 20 µM; 360,000 tested, 0.63% active; AID 588492;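 active = compounds giving at least 50% protection of heart cells from peroxide-induced death in the single-dose screen, raw or plate-pattern-corrected value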;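 also: 0% = DMSO wells with peroxide and 100% = DMSO wells without peroxide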
Glyco luc inh: N-linked glycosylation inhibition | D54 ERlucT glycosylation luciferase reporter, 24 h; percent of 100 nM tunicamycin response | reporter increase, % at 12.5 µM | 360,000 tested, 0.23% active | AID 588692;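 active = mean luciferase reporter signal, scaled so untreated is 0 and the glycosylation-blocking control 100, at or above a set limit in every replicate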;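 also: luciferase carries N-glycosylation sites so blocking glycosylation raises the light; 0% = median of neutral control wells and 100% = median of 100 nM tunicamycin wells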
ABHD5-PLIN5 inh: inhibitors of human ABHD5-perilipin-5 interaction; Q00G26+Q8WTS1; Split G. princeps luciferase complementation, luminescence, 4 h; inhibition, % at 4 µM; 360,000 tested, 0.78% active;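 active = inhibition above the mean inhibition across every tested compound plus 3 SD, cut at about 22% in these data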;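 also: 0% = DMSO only wells and the 100% control is not disclosed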
HTR2A ag: mouse HTR2A agonism via beta-arrestin recruitment; CHO-K1 mHTR2A beta-arrestin complementation, luminescence; percent of 30 µM serotonin response; P35363; 360,000 tested, 0.66% active; AID 624169; activation, % at 7.6 µM;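 active = activation above a run cutoff, the mean activation of all tested compounds plus 3 SD, cut at about 14% in these data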;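 also: 0% = plate median of compound wells and 100% = 30 µM serotonin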
Target sequence (P35363 whole entry, looked up): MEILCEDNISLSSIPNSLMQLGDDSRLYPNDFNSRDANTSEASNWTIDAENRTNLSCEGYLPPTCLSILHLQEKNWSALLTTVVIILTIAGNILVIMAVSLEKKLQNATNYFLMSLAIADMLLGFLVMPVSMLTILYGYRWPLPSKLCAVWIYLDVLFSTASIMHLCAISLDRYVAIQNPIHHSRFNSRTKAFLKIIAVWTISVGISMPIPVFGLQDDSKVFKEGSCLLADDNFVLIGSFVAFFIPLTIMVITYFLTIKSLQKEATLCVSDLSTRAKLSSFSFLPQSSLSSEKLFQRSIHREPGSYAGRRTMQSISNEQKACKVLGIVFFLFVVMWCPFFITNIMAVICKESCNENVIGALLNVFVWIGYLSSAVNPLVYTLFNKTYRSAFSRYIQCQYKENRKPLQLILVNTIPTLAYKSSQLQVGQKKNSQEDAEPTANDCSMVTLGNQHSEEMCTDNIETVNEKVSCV
CaV13 FRET inh: Primary screen for inhibitors of IQ motif and Ca2+-dependent inactivation inhibitor domain binding in CACNA1D, Förster resonance energy transfer in living cells, …; HEK cells, CFP/YFP FRET ICDI-IQ, plate reader, 10 min; percent FRET-ratio fall versus neutral wells; inhibition, % at 12.3 µM; 340,000 tested, 0.098% active;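 active = mean replicate inhibition of at least 30% and at least 1% of replicates passing that level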;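 also: 0% = median of the neutral control wells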
MC4R ag barr: human MC4R agonism via beta-arrestin; P32245; U2OS MC4R beta-arrestin complementation, luminescence; percent of melanotan II response, DMSO zero; activation, % at 8.9 µM; 360,000 tested, 0.98% active; AID 540308;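 active = activation above a per-plate cutoff, the mean activation of sample wells on that plate plus 3 SD, cut at about 8% in these data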
ABCB6 inh MLPCN: blocks the human ABCB6 transporter; Q9NP58; K562-ABCB6 porphyrin accumulation, flow cytometry, 1 h; hits give low values; fluorescence ratio to DMSO, % at 10 µM; 360,000 tested, 0.19% active; AID 602162;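 active = fluorescence ratio to DMSO below 75%, the collection mean minus 3 SD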;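 also: signal is porphyrin accumulated inside mitochondria; 100% equals median channel fluorescence of DMSO control wells; lower ratio means ABCB6 inhibition with less porphyrin fluorescence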
MC4R antagonist: antagonists of human melanocortin 4 receptor (MC4R). MC4R-expressing cells, MTII-stimulated cAMP, LANCE TR-FRET. inhibition, % at 6.5 µM. 360,000 tested, 0.48% active. AID 540295;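 active = inhibition above its plate's cutoff, the mean of tested wells on that plate plus 3 SD, cut at about 29% in these data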;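 also: 0% = Melanotan II alone and 100% = Melanotan II plus saturating MCL0020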
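Assay system: human MC4R-expressing U2OS cells; reagent: Melanotan II stimulation of cells; dosing: 6.5 µM single dose; timing: compound 30 min, challenge 1 h, detection 1 h; signal: TR-FRET cAMP assay; replicates: one well per compound, no replicates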
PDI inh: inhibitors of human protein disulfide isomerase; PDI insulin aggregation turbidity, A650, 90 min; inhibition, % at 10 µM; 350,000 tested, 0.052% active; P07237; AID 588391;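 active = mean inhibition across replicates of 30% or more, whatever share of single replicates reach that level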;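 also: absorbance from insulin aggregation driven by PDI reduction with DTT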
Target sequence (P07237 whole entry, looked up): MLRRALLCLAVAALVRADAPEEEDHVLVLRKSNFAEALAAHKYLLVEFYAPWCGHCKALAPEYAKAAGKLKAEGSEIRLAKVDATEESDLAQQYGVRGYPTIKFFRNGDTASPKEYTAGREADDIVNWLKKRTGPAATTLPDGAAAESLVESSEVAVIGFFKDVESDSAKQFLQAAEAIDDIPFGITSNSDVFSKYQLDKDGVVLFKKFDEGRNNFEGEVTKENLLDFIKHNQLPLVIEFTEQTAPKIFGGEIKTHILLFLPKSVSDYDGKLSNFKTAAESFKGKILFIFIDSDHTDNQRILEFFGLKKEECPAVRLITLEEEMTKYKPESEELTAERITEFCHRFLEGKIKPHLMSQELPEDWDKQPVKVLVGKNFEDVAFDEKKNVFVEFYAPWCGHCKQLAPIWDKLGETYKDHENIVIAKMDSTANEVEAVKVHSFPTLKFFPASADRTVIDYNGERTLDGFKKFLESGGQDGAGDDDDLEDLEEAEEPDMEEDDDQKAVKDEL
Granule exo inh: lytic granule exocytosis inhibition; AID 651702; 360,000 tested, 0.66% active; TALL-104 LAMP-1 surface exposure, flow cytometry; cells stimulated with thapsigargin and PMA; inhibition, % at 10 µM;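 active = inhibition above about 55%, limit read from the data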
Starred values were filed as active, the others as inactive; x = not tested or not shown.

SMILES	H9c2 protect	Glyco luc inh	ABHD5-PLIN5 inh	HTR2A ag	CaV13 FRET inh	MC4R ag barr	ABCB6 inh MLPCN	MC4R antagonist	PDI inh	Granule exo inh
CCOc1ccc(S(=O)(=O)Nc2ccccc2C(=O)Nc2ccccc2N2CCOCC2)cc1	-4	-9	0	4	x	0.2	96	12	1	-2
COC(=O)c1scc(C)c1NS(=O)(=O)c1ccc(NC(C)=O)cc1	5	5	0	7	-5	-2.1	103	5	3	-1
Cc1ccc(-c2nn(C)c(=O)c3ccccc23)cc1CNC(=O)NC1CCCCC1	12	-1	4	-4	-14	-0.1	102	0	15	0
Cc1c(O)c(CN(C)C)cc2c1oc(=O)c1ccccc12	22	0	1	-5	-6	-0.9	97	-4	18	5
Cc1ccc([N+](=O)[O-])c2c1C(N1CC(C)OC(C)C1)C(C)(C)O2 (configuration not stated)	-5	0	-4	3	-4	0.5	95	1	-5	1
COC(=O)[C@H](Cc1ccccc1)N1C/C=C\COc2c(Cl)cc(Cl)cc2S1(=O)=O	0	-2	1	10	-4	-0.5	94	7	12	0
Cc1ccc(C2(C)NC(=O)N(CC(=O)Nc3ccc(S(=O)(=O)Nc4nccs4)cc3)C2=O)cc1 (configuration not stated)	8	-1	-8	3	-7	6.2	95	-4	1	-3
CCOC(=O)C1=C(C)N=C2SC(CC)C(=O)N2C1c1cccc(F)c1 (configuration not stated)	2	-4	-6	-2	-4	-1.3	114	-5	2	6
COc1ccc(CCN2C(=O)CS/C2=N\NC(=O)c2ccc(C(C)(C)C)cc2)cc1OC	-2	6	2	3	-5	0.7	98	4	-8	1
Cc1ccc(NC(=O)CCNS(=O)(=O)c2ccc3[nH]c(=O)oc3c2)c(C)c1	-1	3	-3	1	-3	0.3	101	-2	10	11

Quoted at random: four compounds from above, in no set order.
SMILES	H9c2 protect	Glyco luc inh	ABHD5-PLIN5 inh	HTR2A ag	CaV13 FRET inh	MC4R ag barr	ABCB6 inh MLPCN	MC4R antagonist	PDI inh	Granule exo inh
COc1ccc(CCN2C(=O)CS/C2=N\NC(=O)c2ccc(C(C)(C)C)cc2)cc1OC	-2	6	2	3	-5	0.7	98	4	-8	1
COC(=O)[C@H](Cc1ccccc1)N1C/C=C\COc2c(Cl)cc(Cl)cc2S1(=O)=O	0	-2	1	10	-4	-0.5	94	7	12	0
Cc1ccc(NC(=O)CCNS(=O)(=O)c2ccc3[nH]c(=O)oc3c2)c(C)c1	-1	3	-3	1	-3	0.3	101	-2	10	11
Cc1ccc([N+](=O)[O-])c2c1C(N1CC(C)OC(C)C1)C(C)(C)O2 (configuration not stated)	-5	0	-4	3	-4	0.5	95	1	-5	1

Next results:
SMILES	H9c2 protect	Glyco luc inh	ABHD5-PLIN5 inh	HTR2A ag	CaV13 FRET inh	MC4R ag barr	ABCB6 inh MLPCN	MC4R antagonist	PDI inh	Granule exo inh
CCC(=O)N/C(=N/c1nc(C)cc(C)n1)Nc1ccc(OC)cc1	8	3	-2	2	-9	0.5	104	8	-5	3
O=CN1CCN(C(=O)c2cc3cc(Cl)ccc3[nH]2)CC1	-1	2	-6	-4	-5	1.6	103	6	14	-2
O=C(Nc1cc2c(cc1Cl)OCCCO2)c1ccccc1	-15	-1	3	-5	x	-1.2	102	1	-4	2
CC(=O)N1N=C(c2ccc3nccnc3c2)CC1c1ccccc1 (configuration not stated)	3	-2	1	-2	-6	-0.9	98	4	2	-1
COc1cc(/C=C2/NC(=O)NC2=O)cc(Br)c1OCc1ccccc1	0	1	-4	-2	-9	2.4	102	-6	3	3
O=C(O)C1CCCCC1C(=O)Nc1ccccc1Nc1ccccc1 (configuration not stated)	16	6	-1	-2	x	0.6	106	0	-5	-1
COc1ccc(OC)c(N/C(C)=C/C(=O)c2ccc(Br)cc2)c1	-10	0	-2	0	0	-3.3	192	-5	-3	0
CC1=C(C(=O)N2CCCCCC2)CC(CC(=O)NC(c2ccccc2)c2ccccc2)C(=O)N1CCC1=CCCCC1 (configuration not stated)	x	x	3	-4	-12	x	98	x	x	26
CCCCCn1c(=S)[nH]c2cc(C(=O)N3CCN(C(=O)OCC)CC3)ccc2c1=O	-7	-3	-3	12	-7	1.2	95	-1	8	4
O=C(NCC12CC3CC(C1)CC(CNC(=O)N1CCCC1)(C3)C2)N1CCCC1	6	2	4	-1	-5	-0.9	100	0	11	0
O=C(NC1CCN(C(=O)NC2CCCCC2)CC1)c1cccc(F)c1	3	1	-4	-8	-6	1.0	100	6	9	-9
O=C(NCc1cccnc1)c1cccc(S(=O)(=O)Nc2ccc(F)cc2)c1	-19	1	4	-1	-6	-2.7	98	-2	2	-9
CCCCNC(=O)C1CCN(Cc2ccc(OCc3ccccc3)c(OC)c2)CC1	-4	-1	5	-5	-2	-1.3	102	-5	1	3
Cc1ccc(C)c(NC(=S)NCc2ccccc2)c1	3	-1	4	0	-19	-0.6	96	17	-42	-11
CCCn1c(SCC(=O)Nc2cc(S(=O)(=O)N3CCOCC3)ccc2OC)n[nH]c1=O	1	2	-1	2	-4	0.6	98	10	7	2
Cc1nc(N(C)Cc2ccccc2)c2nnn(Cc3ccccc3)c2n1	-13	-6	-5	-6	-6	0.6	103	5	3	1
COC(=O)c1ccc(C2/C(=C(/O)c3ccc(OC)cc3)C(=O)C(=O)N2c2cc(C)on2)cc1 (configuration not stated)	8	3	4	-1	-5	-1.1	89	27	-8	2
CCN(CC(=O)Nc1cc(Cl)ccc1OC)CC(=O)NC1CCS(=O)(=O)C1 (configuration not stated)	-12	3	4	3	-4	0.6	105	21	2	-8
O=C(CCSc1nnnn1-c1ccccc1)N1CCOCC1	6	-1	2	0	-4	-0.7	99	-4	18	1
O=C(CCNS(=O)(=O)c1c(Cl)cccc1Cl)OCC(=O)c1ccccc1F	3	-1	-2	1	-16	-0.4	94	7	-2	0
CCOC(=O)C1(C)C=C(Nc2ccc(OCC)cc2)C(=O)N1c1ccccc1 (configuration not stated)	-8	-4	-10	-7	-2	-0.4	107	-4	13	12
CN(C)CCn1c(COc2ccccc2)nc2ccccc21	3	1	4	-9	-3	-0.5	98	6	2	-4
CCC(=O)Nc1nnc(C(C)(C)C)s1	8	1	-4	3	-6	2.1	102	13	-9	0
CC(C)OC(=O)CSc1nc2ncc(Cl)cc2[nH]1	-1	1	-4	0	-5	-0.9	83	4	3	0
CCOC(=O)[C@H]1[C@H]2COc3ccc(OC)cc3[C@@H]2N2C(=O)CN(CC3CCCO3)C(=O)[C@@]12C (some centres not stated)	7	1	2	1	-12	0.5	98	1	-19	11
CCn1nc(C)cc1-c1n[nH]c(=S)n1N	2	0	1	8	-4	-0.5	103	16	6	-1
CC(C)CNC(=O)NC(=O)COC(=O)C1CSC2(c3ccc(F)cc3)CCC(=O)N12 (configuration not stated)	8	-2	-6	7	-3	0.3	93	-2	4	1
CCNC(=S)N/N=C(\C)c1ccc(Cl)s1	-2	-3	5	0	-5	-0.5	96	7	2	-6
O=C(O)c1cccc(Nc2nc(-c3cccnc3)nc3ccccc23)c1	0	3	3	4	-15	0.7	100	10	-4	2
Cc1cc(NC(=O)CSc2n[nH]c(=O)[nH]c2=O)ccc1Br	-3	1	0	8	-2	-2.1	99	4	1	1
CCc1cc2c(=O)[nH]c(-c3ccccn3)nc2s1	7	-15	-3	-7	-4	-2.3	103	6	10	-2
COc1ccc(C2/C(=C(/O)c3ccc4c(c3)CC(C)O4)C(=O)C(=O)N2CCCn2ccnc2)cc1 (configuration not stated)	6	0	-2	-3	-7	-3.6	102	0	-2	5
Cc1ccc(-c2csc(NC(=O)/C=C/c3cccs3)n2)cc1C	-4	-2	-2	1	-16	-1.3	93	10	-12	22
CC1CCCC(C)N1C(=O)COC(=O)CNC(=O)c1ccccc1 (configuration not stated)	0	1	-12	-1	-14	-2.3	97	9	1	3
CCOC(=O)N1CCC(Nc2ncnc3c2cnn3-c2ccccc2)CC1	14	-2	10	1	-3	-0.2	83	17	3	0
COc1cc(/C=C2/C(=N)N3N=C(C(C)C)SC3=NC2=O)ccc1OS(=O)(=O)c1ccccc1	1	1	-4	-4	-3	-0.9	95	-2	-3	-7
Cn1c(C(=O)N2CCC(C(N)=O)CC2)cc2cc(Cl)ccc21	-5	2	8	7	-5	2.2	101	-1	-5	17
Cn1ccs/c1=N\S(=O)(=O)c1ccc(F)cc1	-10	0	1	-5	-4	-1.6	152	3	10	2
CCOc1ccc(C(=O)NCC(=O)OCC(=O)Nc2ccccc2OCC)cc1	-10	1	5	4	-3	-0.4	93	15	6	4
CC1(C)CC(=O)C(C(C2=C(O)CC(C)(C)CC2=O)c2ccc(Br)s2)C(=O)C1 (configuration not stated)	14	3	67*	-5	-2	0.9	104	39*	-5	12
CCOc1ccccc1OCCOc1ccccc1CC	-13	1	-4	-3	x	1.7	94	3	-12	-1
COc1ccc(NS(=O)(=O)c2ccc3ccccc3c2)c2ncccc12	59*	-1	8	4	-6	-3.0	100	1	-1	30
CCCN(c1ccc(C(C)C)cc1)S(=O)(=O)c1c(C)[nH]c(=O)[nH]c1=O	-8	-1	4	0	-8	0.7	98	8	-2	2
COc1ccc(NC(=S)N/N=C2/CCCc3c(C)cc(C)cc32)cc1	-17	3	-2	3	0	-1.3	109	3	9	-3
COc1ccc(OC2CCN(S(=O)(=O)c3ccc(OC)cc3)CC2)cc1	-9	-2	2	-3	-5	-1.3	99	0	4	20
CCOc1ccc(N2C(=O)CC(NNc3nc4ccccc4s3)C2=O)cc1 (configuration not stated)	-4	-2	11	-5	-4	1.4	97	1	-11	6
C=CCSc1nc(C)cc(C(=O)OCC)c1C#N	4	-1	-6	1	-4	3.0	101	-6	4	18
Cc1ccc(S(=O)(=O)Nc2ccccc2N=Cc2c(F)c(F)c(F)c(F)c2F)cc1	17	0	0	11	-6	-3.4	92	12	11	12
CCC(=O)NC(=S)Nc1cc(C(=O)O)ccc1OC	-7	0	1	0	-6	-1.6	96	16	9	-2
CN(C)C=Nc1ccc(Cl)c(Cl)c1	-5	-1	5	9	-6	-0.5	101	0	-10	-9

Next entries follow:
SMILES	H9c2 protect	Glyco luc inh	ABHD5-PLIN5 inh	HTR2A ag	CaV13 FRET inh	MC4R ag barr	ABCB6 inh MLPCN	MC4R antagonist	PDI inh	Granule exo inh
COc1ccccc1CN1C(=O)c2ccncc2C1=O	3	0	2	4	-10	-1.7	96	2	-4	-2
CCOc1ccc(OCC(=O)Nc2ccc(OC)cc2)cc1	-13	-2	-2	0	-4	0.4	104	7	-3	-2
CCCc1nnc(NC(=O)C(C)N2C(=O)C3C4C=CC(C4)C3C2=O)s1 (configuration not stated)	2	-1	-5	2	-4	-1.7	85	-5	-11	-2
COc1ccc(CC(=O)NCc2cccc(CNC(=O)Cc3ccc(OC)c(OC)c3)c2)cc1OC	1	0	-1	5	-7	-0.6	100	-3	3	-2
C#CCNC(=O)c1ccc2sc([C@@H]3O[C@H](CO)[C@H](O)[C@H](O)[C@H]3O)nc2c1	-6	1	8	-5	-5	0.0	96	8	13	5
Cc1cccc(-c2nnc(SCC(=O)N3CCCC3)o2)c1	0	-1	2	2	-3	-1.1	91	-4	-8	10
CN=CC1=C(O)C(C(=O)OC)C(C)(C)CC1=O (configuration not stated)	8	1	-1	0	11	-0.6	93	-9	-4	4
